Screening results deposited in PubChem by several laboratories.
MC4R antagonist = human MC4R antagonism in cAMP assay; P32245; MC4R-expressing cells, MTII-stimulated cAMP, LANCE TR-FRET; inhibition, % at 6.5 µM; actives 0.48% (n = 360,000); AID 540295;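 active = inhibition above its plate's cutoff, the mean of tested wells on that plate plus 3 SD, cut at about 29% in these data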;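 note: 0% = Melanotan II alone and 100% = Melanotan II plus saturating MCL0020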
Target sequence (P32245 whole entry, looked up): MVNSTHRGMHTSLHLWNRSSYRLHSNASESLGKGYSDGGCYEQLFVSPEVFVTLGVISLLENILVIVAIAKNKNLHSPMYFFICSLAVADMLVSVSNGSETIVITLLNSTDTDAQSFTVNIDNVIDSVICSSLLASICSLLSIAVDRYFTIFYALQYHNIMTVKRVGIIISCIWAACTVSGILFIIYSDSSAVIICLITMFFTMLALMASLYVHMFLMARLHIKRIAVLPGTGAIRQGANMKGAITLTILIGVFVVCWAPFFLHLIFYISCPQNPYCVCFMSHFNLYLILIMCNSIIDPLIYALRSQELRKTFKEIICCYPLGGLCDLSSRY
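System: U2OS-MC4R stable cell line; Technique: Eu-cAMP/anti-cAMP TR-FRET, emission 671 nm; Repeats: single well per compound; Also added: Melanotan II; Dosing: one concentration, 6.5 µM nominal; Schedule: 30-min compound, 1-h challenge, 1-h detection, room temperature.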
PDI inh = PDI (human) enzyme inhibition; actives 0.052% (n = 350,000); PDI insulin aggregation turbidity, A650, 90 min; P07237; inhibition, % at 10 µM;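 active = mean inhibition across replicates of 30% or more, whatever share of single replicates reach that level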;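 note: absorbance from insulin aggregation driven by PDI reduction with DTT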
N-glyco inh = N-linked glycosylation inhibition | AID 588692 | reporter increase, % at 12.5 µM | actives 0.23% (n = 360,000) | D54 ERlucT glycosylation luciferase reporter, 24 h; percent of 100 nM tunicamycin response;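 active = mean luciferase reporter signal, scaled so untreated is 0 and the glycosylation-blocking control 100, at or above a set limit in every replicate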;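 note: luciferase carries N-glycosylation sites so blocking glycosylation raises the light; 0% = median of neutral control wells and 100% = median of 100 nM tunicamycin wells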
Granule exo inh = lytic granule exocytosis inhibition; inhibition, % at 10 µM; TALL-104 LAMP-1 surface exposure, flow cytometry; cells stimulated with thapsigargin and PMA; actives 0.66% (n = 360,000);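 active = inhibition above about 55%, limit read from the data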
CaV13 FRET inh = Disruptors of the CACNA1D IQ motif to Ca2+-dependent inactivation inhibitor domain association, primary screening, Förster resonance energy transfer in intact living … | inhibition, % at 12.3 µM | AID 743397 | actives 0.098% (n = 340,000) | HEK cells, CFP/YFP FRET ICDI-IQ, plate reader, 10 min; percent FRET-ratio fall versus neutral wells;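 active = mean replicate inhibition of at least 30% and at least 1% of replicates passing that level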;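 note: 0% = median of the neutral control wells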
ABHD5 PLIN5 PPI = ABHD5-PLIN5 protein interaction inhibition. actives 0.78% (n = 360,000). inhibition, % at 4 µM. Split G. princeps luciferase complementation, luminescence, 4 h;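 active = inhibition above the mean inhibition across every tested compound plus 3 SD, cut at about 22% in these data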;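 note: 0% = DMSO only wells and the 100% control is not disclosed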
ABCB6 inh MLPCN = blocks the human ABCB6 transporter. Q9NP58. fluorescence ratio to DMSO, % at 10 µM. K562-ABCB6 porphyrin accumulation, flow cytometry, 1 h; active compounds read low. actives 0.19% (n = 360,000);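 active = fluorescence ratio to DMSO below 75%, the collection mean minus 3 SD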;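 note: signal is porphyrin accumulated inside mitochondria; 100% equals median channel fluorescence of DMSO control wells; lower ratio means ABCB6 inhibition with less porphyrin fluorescence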
m5-HT2A agonist = mouse HTR2A agonism via beta-arrestin recruitment; actives 0.66% (n = 360,000); CHO-K1 mHTR2A beta-arrestin complementation, luminescence; percent of 30 µM serotonin response; activation, % at 7.6 µM; P35363;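 active = activation above a run cutoff, the mean activation of all tested compounds plus 3 SD, cut at about 14% in these data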;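 note: 0% = plate median of compound wells and 100% = 30 µM serotonin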
Target sequence (P35363 whole entry, looked up): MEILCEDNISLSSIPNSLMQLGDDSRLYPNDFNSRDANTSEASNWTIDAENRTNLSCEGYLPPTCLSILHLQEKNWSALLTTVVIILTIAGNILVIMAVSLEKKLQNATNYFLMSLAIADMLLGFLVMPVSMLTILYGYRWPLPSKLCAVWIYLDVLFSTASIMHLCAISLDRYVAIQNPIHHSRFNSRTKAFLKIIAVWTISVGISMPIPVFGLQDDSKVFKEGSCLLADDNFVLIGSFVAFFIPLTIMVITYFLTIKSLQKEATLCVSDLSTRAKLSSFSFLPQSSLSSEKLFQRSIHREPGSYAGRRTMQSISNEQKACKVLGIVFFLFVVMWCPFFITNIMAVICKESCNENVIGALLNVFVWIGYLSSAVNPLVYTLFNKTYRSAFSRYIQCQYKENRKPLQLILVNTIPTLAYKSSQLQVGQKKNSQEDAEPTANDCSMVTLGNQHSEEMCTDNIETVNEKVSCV
Cardio protect = myocardial damage modulation in H9c2 cells. H9c2 cardiomyocytes, H2O2 injury protection, ATPLite, 2 h. protection from H2O2 cell death, % at 20 µM. actives 0.63% (n = 360,000). AID 588492;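 active = compounds giving at least 50% protection of heart cells from peroxide-induced death in the single-dose screen, raw or plate-pattern-corrected value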;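 note: 0% = DMSO wells with peroxide and 100% = DMSO wells without peroxide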
MC4R ag barr = agonists of human melanocortin 4 receptor (MC4R) beta-arrestin; P32245; U2OS MC4R beta-arrestin complementation, luminescence; percent of melanotan II response, DMSO zero; activation, % at 8.9 µM; actives 0.98% (n = 360,000); AID 540308;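 active = activation above a per-plate cutoff, the mean activation of sample wells on that plate plus 3 SD, cut at about 8% in these data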
Numbers without * were called inactive; . = no result given.

SMILES | MC4R antagonist | PDI inh | N-glyco inh | Granule exo inh | CaV13 FRET inh | ABHD5 PLIN5 PPI | ABCB6 inh MLPCN | m5-HT2A agonist | Cardio protect | MC4R ag barr
NS(=O)(=O)c1ccc(NC(=O)c2ccc(S(=O)(=O)N3CCOCC3)o2)cc1 | 2 | 1 | -1 | 0 | -5 | 5 | 98 | -2 | 0 | 0.5
O=C(c1ccc2c(c1)OCO2)N(c1ccc(Cl)cc1)C1C=CS(=O)(=O)C1 (centres undefined) | 9 | -7 | 1 | 0 | -4 | 4 | 100 | 0 | -3 | -2.4
Nc1nonc1-n1nnc(C(=O)N/N=C/c2ccccc2)c1CN1CCc2ccccc21 | 0 | 1 | 6 | -6 | -4 | 1 | 101 | -3 | 1 | 0.8
CC1(C)Cc2c(sc3c2C(=O)N(c2ccccc2)C2=NCCN23)CS1 | -1 | 9 | 5 | -1 | . | 10 | 95 | 4 | 3 | -2.4
COc1ccc(-c2noc(CN(C)C(=O)CCCN3C(=O)[C@H]4CC=CC[C@H]4C3=O)n2)cc1 | 7 | -4 | -4 | 2 | -12 | -9 | 96 | -3 | -5 | 1.7
CCOC(=O)C1=C(C)NC(=O)NC1c1cccs1 (centres undefined) | -3 | 23 | 2 | -1 | -7 | 1 | 96 | 3 | 3 | -2.7
Cc1cc(C)cc(C(=O)N2CCCCC2)c1 | 5 | 0 | 2 | -2 | -10 | -10 | 99 | 6 | -3 | -0.6
Clc1ccc(-c2nnc(NCc3ccccc3)c3ccccc23)cc1 | 18 | -7 | -8 | 1 | -5 | -4 | 100 | -4 | -11 | 4.1
O=S(=O)(NCc1ccc2c(c1)OCO2)c1ccc(F)c(F)c1 | -3 | -4 | -1 | -11 | -11 | 8 | 88 | 7 | -4 | 0.9
CCN(CC)C(=O)Cn1cnc2ccccc2c1=O | -5 | 2 | 2 | 0 | -4 | -1 | 99 | 1 | 3 | 2.3
CCC(=O)Nc1ccc(C(=O)NNC(=O)COc2cc(C)ccc2C)cc1 | -3 | -3 | 0 | -4 | -6 | -1 | 91 | 1 | 0 | -1.7
CS(=O)(=O)N(CC(=O)NCc1ccncc1)c1cc(Cl)ccc1Cl | 6 | 2 | 0 | 0 | -2 | -3 | 96 | 0 | -1 | 0.4
COc1ccccc1CNC(=O)CCNS(=O)(=O)c1ccc2c(c1)oc(=O)n2C | 9 | -4 | 1 | -2 | -3 | -1 | 99 | -1 | 1 | -1.4
CCOc1ccc(-c2nnc(SCC(=O)N3CCN(c4ccccc4)CC3)o2)cc1 | 7 | . | 0 | 2 | -2 | -4 | 103 | -3 | -19 | -0.9
CCCCCN(C(=O)CCC(=O)OCC(=O)N(C)Cc1ccc(C)cc1)c1c(N)n(CCCC)c(=O)[nH]c1=O | -1 | 0 | 4 | -6 | -2 | 3 | 99 | 0 | 0 | 2.6

An excerpt from above, limited to N-glyco inh and ABHD5 PLIN5 PPI:
| molecule | N-glyco inh | ABHD5 PLIN5 PPI |
| --- | --- | --- |
| CCOc1ccc(-c2nnc(SCC(=O)N3CCN(c4ccccc4)CC3)o2)cc1 | 0 | -4 |
| Cc1cc(C)cc(C(=O)N2CCCCC2)c1 | 2 | -10 |
| CCOC(=O)C1=C(C)NC(=O)NC1c1cccs1 (centres undefined) | 2 | 1 |
| CC1(C)Cc2c(sc3c2C(=O)N(c2ccccc2)C2=NCCN23)CS1 | 5 | 10 |
| COc1ccccc1CNC(=O)CCNS(=O)(=O)c1ccc2c(c1)oc(=O)n2C | 1 | -1 |

Next section
SMILES | MC4R antagonist | PDI inh | N-glyco inh | Granule exo inh | CaV13 FRET inh | ABHD5 PLIN5 PPI | ABCB6 inh MLPCN | m5-HT2A agonist | Cardio protect | MC4R ag barr
O=C(c1ccc(-c2ccc([N+](=O)[O-])cc2)o1)N1CCCC(C(F)(F)F)C1 (centres undefined) | 1 | -2 | -5 | 5 | -5 | 0 | 98 | -8 | 3 | -1.0
COc1ccc(C(=O)Nc2cccc(NC(=O)c3cccs3)c2)cc1OC | 2 | -4 | -3 | 10 | -20 | 2 | 92 | 0 | 15 | 1.5
O=C(O)CCN1C(=O)C2C3CC(C2C1=O)C1C(c2ccccc2)c2sc(=O)n(-c4ccccc4)c2SC31 (centres undefined) | 27 | -2 | 0 | -2 | -6 | -2 | 94 | -1 | 6 | 1.7
Cc1ccc(C(=O)NC(=S)NNC(=O)c2ccc([N+](=O)[O-])cc2)cc1 | -3 | 2 | -1 | 3 | -9 | 7 | 97 | 0 | 10 | 0.7
O=C(CCN1CCCCO1)N1CCCC(N2CCN(c3ccc(F)cc3)CC2)C1 (centres undefined) | 3 | 10 | 1 | -13 | -4 | 8 | 102 | 5 | -2 | -0.8
O=c1[nH]c(=O)n(C2CCCO2)cc1Br (centres undefined) | -4 | -6 | 3 | -4 | 0 | 3 | 96 | 1 | 9 | -0.1
Cn1c(-c2ccccc2)cc(=O)cc1-c1ccccc1 | 0 | 6 | 0 | 0 | -7 | 0 | 96 | 5 | 1 | -0.1
Cc1cccc(NC(=O)/C=C/c2ccc3c(c2)OCO3)n1 | -2 | -8 | -8 | -6 | -14 | 3 | 97 | 3 | -16 | 0.6
CCN(CC)C(=O)COc1ccc2oc(-c3ccco3)cc(=O)c2c1 | -7 | -34 | -1 | 7 | -3 | -2 | 106 | 3 | 5 | -1.6
Cc1nonc1NC(=O)CSc1nc2ccccc2cc1C#N | -4 | 11 | 4 | -1 | -5 | -8 | 105 | -2 | 11 | -3.3
C=C(C)C(=O)Nc1cccc(C2=NOC3(C2)C[C@H](C(N)=O)N(C(=O)CC)C3)c1 (some centres undefined) | -3 | 4 | 1 | -2 | . | 2 | 94 | -2 | 8 | 0.5
CCCCn1c(N)c(NCc2ccccc2OC)c(=O)[nH]c1=O | 12 | 2 | -1 | 1 | -5 | 0 | 103 | -3 | 10 | -2.0
CC(C)N(C)CCOC(=O)c1ccccc1Br | -2 | -2 | 0 | 0 | -8 | -6 | 99 | -5 | -2 | -0.8
COc1ccccc1NC(=O)C1CC(=O)OC1c1ccccc1 (centres undefined) | -2 | 13 | 1 | 0 | . | 13 | 96 | -6 | 7 | -0.1
O=C1NC(=O)C2(COC(c3cccc([N+](=O)[O-])c3)OC2)S1 (centres undefined) | -3 | -2 | -1 | -2 | -5 | -1 | 103 | 0 | -2 | -2.2

Given comma-delimited: three of the compounds above.
structure,MC4R antagonist,PDI inh,N-glyco inh,Granule exo inh,CaV13 FRET inh,ABHD5 PLIN5 PPI,ABCB6 inh MLPCN,m5-HT2A agonist,Cardio protect,MC4R ag barr
O=C(c1ccc(-c2ccc([N+](=O)[O-])cc2)o1)N1CCCC(C(F)(F)F)C1 (centres undefined),1,-2,-5,5,-5,0,98,-8,3,-1.0
CCN(CC)C(=O)COc1ccc2oc(-c3ccco3)cc(=O)c2c1,-7,-34,-1,7,-3,-2,106,3,5,-1.6
Cc1ccc(C(=O)NC(=S)NNC(=O)c2ccc([N+](=O)[O-])cc2)cc1,-3,2,-1,3,-9,7,97,0,10,0.7

Reprinted at random: 3 entries already listed, in no set order.
SMILES | MC4R antagonist | PDI inh | N-glyco inh | Granule exo inh | CaV13 FRET inh | ABHD5 PLIN5 PPI | ABCB6 inh MLPCN | m5-HT2A agonist | Cardio protect | MC4R ag barr
CCOC(=O)C1=C(C)NC(=O)NC1c1cccs1 (centres undefined) | -3 | 23 | 2 | -1 | -7 | 1 | 96 | 3 | 3 | -2.7
CS(=O)(=O)N(CC(=O)NCc1ccncc1)c1cc(Cl)ccc1Cl | 6 | 2 | 0 | 0 | -2 | -3 | 96 | 0 | -1 | 0.4
Cc1cc(C)cc(C(=O)N2CCCCC2)c1 | 5 | 0 | 2 | -2 | -10 | -10 | 99 | 6 | -3 | -0.6

Further results
SMILES | MC4R antagonist | PDI inh | N-glyco inh | Granule exo inh | CaV13 FRET inh | ABHD5 PLIN5 PPI | ABCB6 inh MLPCN | m5-HT2A agonist | Cardio protect | MC4R ag barr
CC1CC(C)CN(S(=O)(=O)c2ccc(Cl)cc2)C1 (centres undefined) | 8 | 1 | -4 | 4 | -4 | -6 | 99 | 3 | -16 | 9.2*
COc1cccc(-c2c(NC(=O)c3ccco3)oc3ccc(Cl)cc3c2=O)c1 | 7 | -2 | -1 | -2 | -3 | 1 | 108 | 2 | -1 | -2.4
COCCCNc1ccn2nc(-c3ccc(CC(C)C)cc3)cc2n1 | 25 | -4 | -7 | -1 | -6 | -8 | 100 | 4 | -11 | 1.9
Cc1ccc(S(=O)(=O)NC(=O)C2(C)CCN2C(=O)Cc2ccc(C(C)(C)C)cc2)nc1 (centres undefined) | 0 | -1 | 0 | 5 | -10 | -9 | 97 | -2 | 4 | -0.2
COc1ccc2[nH]c(C(=O)Nc3ccc4c(c3)OCO4)cc2c1 | 9 | -2 | 2 | 9 | -19 | 0 | 103 | -5 | 3 | -1.4
COc1cc(NC(=O)COC(C)=O)cc(OC)c1OC | 16 | 1 | 2 | 0 | 0 | 1 | 99 | 5 | 3 | -0.6
CC(C)C(c1nnnn1CCc1ccccc1)N1CCN(C(=O)c2ccco2)CC1 (centres undefined) | 6 | 1 | 17 | 3 | -5 | 1 | 98 | 2 | -4 | 0.3
COc1ccc(C(=O)N2CCN(c3ccccc3)CC2)cc1S(=O)(=O)N1CCCC1 | 1 | 5 | -1 | 11 | -7 | -3 | 94 | -5 | 2 | 0.2
CCOc1ccc(C(=O)NC(=S)Nc2ncccc2C)cc1[N+](=O)[O-] | -7 | 10 | -5 | 0 | -4 | 4 | 95 | 0 | -16 | -0.5
CCN1CCc2c(sc(NC(=O)CN3C(=O)c4ccccc4C3=O)c2C(N)=O)C1 | -1 | 6 | 1 | 0 | -2 | 0 | 98 | -3 | 2 | -0.3
Cc1ccccc1NC(=O)CN1C(=O)CSc2ccc(S(=O)(=O)N3CCCCC3)cc21 | 6 | -8 | -3 | -2 | -16 | -3 | 93 | -1 | -4 | -1.6
COC(=O)c1c(C)[nH]c(C(=O)OCc2ccc(F)cc2)c1C | -2 | 3 | 0 | 3 | . | -11 | 100 | 5 | -9 | 12*
O=C(/C=C/Nc1ccccc1OC(F)(F)F)C(F)(F)F | -1 | -8 | 2 | 2 | -1 | -2 | 103 | -3 | 8 | -1.3
C/C(=N\N=C(N)N)c1ccc(Cl)cc1 | -3 | 17 | -3 | 2 | -9 | 10 | 103 | -4 | 2 | -1.6
CCOC(=O)c1nnn(CC(=O)Nc2ccccc2)c1C(=O)OCC | 19 | -16 | 1 | -14 | 0 | 2 | 100 | -2 | 4 | -1.3
COC(=O)c1ccc(C(=O)Nc2ccc3c(c2)C(=O)NC3=O)cc1 | -1 | -6 | 1 | -13 | -7 | 3 | 95 | 3 | 7 | 1.0
COc1ccc(-c2nn(CC(=O)Nc3ccc(Cl)c(Cl)c3)c(=O)c3ccccc23)cc1 | 0 | 4 | -10 | 1 | . | 3 | 97 | 6 | -8 | 0.9
